Assay outcomes deposited in PubChem by National Center for Advancing Translational Sciences (NCATS).
FBPA coupling cs – inhibits coupling enzyme system, counter-screen for aldolase hits; hit rate 0.67% among 290,000; activity change, negative = inhibition, % at 58.2 µM, hits read low; coupling enzyme system counterscreen, AmpLite Red fluorescence; in the data active = activity change below about -30%; also: % is scaled to controls: 0 for no effect and ±100 for the full control effect
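Counterscreen lacking aldolase: glyceraldehyde-3-phosphate coupling-enzyme reagent preincubated 10 min at RT with compound (at 57.5 uM final), then substrate/coupling system with AmpLite Red added; fluorescence read at 525/598 nm after 20 min RT.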
GALK inh – galactokinase (human) inhibition; AID 1868; Potency, µM (highest dose often 57.5 µM), without a hit: top-dose activity change, negative = inhibition, most hits filed as inhibitors; P51570; hit rate 0.007% among 270,000; Purified GALK, Kinase-Glo residual ATP luminescence; also: potency is read from the fitted curve at half-maximal effect; % is scaled to controls: 0 for no effect and ±100 for the full control effect
Target sequence (P51570 whole entry, looked up): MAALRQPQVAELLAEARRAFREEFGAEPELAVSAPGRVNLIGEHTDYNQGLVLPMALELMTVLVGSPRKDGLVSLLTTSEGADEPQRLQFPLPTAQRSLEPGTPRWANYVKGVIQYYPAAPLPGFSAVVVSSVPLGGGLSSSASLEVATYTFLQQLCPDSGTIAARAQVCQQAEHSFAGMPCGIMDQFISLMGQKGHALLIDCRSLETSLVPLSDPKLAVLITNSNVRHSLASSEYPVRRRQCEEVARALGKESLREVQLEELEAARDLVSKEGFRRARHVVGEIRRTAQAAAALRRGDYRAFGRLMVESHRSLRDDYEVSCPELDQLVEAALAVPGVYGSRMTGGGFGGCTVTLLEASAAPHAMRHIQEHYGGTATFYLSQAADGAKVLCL
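GALK at 5 nM final was combined with compound, 35 uM ATP and 100 uM galactose in HEPES pH8.0 with MgCl2 and DTT. The reaction ran one hour at room temperature before luminescent ATP detection.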
B2AR arrestin – beta2AR (human) beta-arrestin recruitment activity | Potency, µM (top dose mostly 46.1 µM), without a hit: at the top dose activation, actives largely listed as activators | hit rate 0.02% among 330,000 | beta-arrestin recruitment to beta2AR, cell-based reporter | P07550;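 also: potency is read from the fitted curve at half-maximal effect; 0% = DMSO controls and full agonism = EC100 isoproterenol or metaproterenol; nearly all actives have a fitted effect of over 65% in size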
KCNH2 WT inh – inhibitors of human wildtype KCNH2 potassium channel; U2OS, BacMam KCNH2, thallium flux FluxOr; hits give low values; hit rate 0.37% among 340,000; activity change, % at 1.84 µM; AID 720551;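 active = maximum activity change below -70%; inconclusive = maximum activity change between -70% and -50%; inactive = maximum activity change above -50%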; also: % is scaled to controls: 0 for no effect and ±100 for the full control effect
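U2OS cells transduced with wild-type KCNH2 virus are loaded with FluxOr dye for 45 min, and thallium flux is measured in kinetic reads before and after stimulation buffer. Rate constants are normalized to DMSO controls.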
TRPV1 agonist – activates the human vanilloid receptor TRPV1; TRPV1-expressing cells, Fluo-8 calcium influx, agonist mode; Q8NER1; activation, % at 8.33 µM; hit rate 0.19% among 320,000; in the data active = activation above about 80%; inconclusive = between about 30% and that limit; also: 0% is about no effect
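TRPV1-expressing cells were cultured overnight at 35.5C and loaded with Fluo-8 calcium dye for 40 to 90 min at room temperature. After a 10 s baseline, compound was added and calcium influx was read kinetically for 3 min (ex 480/em 520 nm).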
USP2a block – USP2a (human) protease inhibition; O75604; USP2 core, Ub-CHOP2 coupled fluorogenic reporter, 485/531; Potency, µM (series often up to 38.3 µM), for the others: at the top dose activity change, negative = inhibition, actives largely listed as inhibitors; hit rate 0.01% among 330,000; AID 463254;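 also: potency is read from the fitted curve at half-maximal effect; plate controls were DMSO wells for no effect and full inhibition by NEM control for full effect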
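USP2 core (10nM final) preincubated 30min RT with compound in 20mM Tris-HCl pH 8.0, 2mM CaCl2, 2mM beta-mercaptoethanol, 0.05% CHAPS; 25nM Ub-CHOP2 plus 25nM reporter substrate added, fluorescence (Ex485/Em531) read after 60min.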
PKM2 act – PKM2 (human) enzyme activation; purified PKM2, Kinase-Glo ATP luminescence, activation; response scale: 0% is enzyme alone, no compound; Potency, µM (doses to about 57.5 µM), for inactives: at the highest dose activation, most hits filed as activators; hit rate 0.34% among 260,000; also: potency is read from the fitted curve at half-maximal effect; % is scaled to controls: 0 for no effect and ±100 for the full control effect; nearly all actives have a fitted effect of over 55% in size
Target sequence (P14618 whole entry, looked up): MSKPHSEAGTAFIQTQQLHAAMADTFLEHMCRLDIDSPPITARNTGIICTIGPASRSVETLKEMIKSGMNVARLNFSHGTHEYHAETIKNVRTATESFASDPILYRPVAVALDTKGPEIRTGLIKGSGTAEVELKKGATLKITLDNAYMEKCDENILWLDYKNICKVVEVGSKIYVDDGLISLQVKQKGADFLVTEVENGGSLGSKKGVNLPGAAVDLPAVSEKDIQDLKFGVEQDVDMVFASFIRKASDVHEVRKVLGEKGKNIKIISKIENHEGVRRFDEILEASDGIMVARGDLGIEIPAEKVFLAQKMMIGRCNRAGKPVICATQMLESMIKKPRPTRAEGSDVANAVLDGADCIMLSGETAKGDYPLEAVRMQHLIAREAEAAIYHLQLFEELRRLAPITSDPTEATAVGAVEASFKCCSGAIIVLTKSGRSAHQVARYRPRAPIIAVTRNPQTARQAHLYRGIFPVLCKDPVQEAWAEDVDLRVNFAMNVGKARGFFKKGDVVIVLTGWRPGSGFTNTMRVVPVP
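Kinase-Glo luminescence reports ATP generated from ADP (0.1 mM) and PEP (0.5 mM) by purified hPK-M2 after 1 h at room temperature, pH 7.2 imidazole buffer; intermediate enzyme activity allows detecting inhibitors and activators.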
KCNH2 3.1 inh – KCNH2 3.1 (human) potassium channel inhibition; U2OS KCNH2 3.1, thallium flux FluxOr; hits give low values; activity change, % (tested at about 1.8 µM); hit rate 0.95% among 340,000;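 active = maximum activity change below -70%; inconclusive = maximum activity change from -70% to -50%; inactive = maximum activity change above -50%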;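 also: thallium influx rate constant from kinetic fluorescence after stimulation buffer; % is scaled to controls: 0 for no effect and ±100 for the full control effect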
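We transduce U2OS cells with the mutant 3.1 virus, culture them overnight, load FluxOr with Red40 quencher for 45 min, then add stimulation buffer and read kinetically for 2 min to derive a normalized rate constant.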
Giardia killer – Giardia lamblia killing | Giardia lamblia trophozoite viability | AID 540267 | hit rate 0.15% among 340,000 | activity change, % at 7.66 µM, hits read low; in the data active = activity change below about -80%; inconclusive = between about -30% and that limit;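 also: parasites exposed to compound for two days anaerobically before the ATP read; % is scaled to controls: 0 for no effect and ±100 for the full control effect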
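Media and compound were dispensed first, then trophozoites at 100 cells/well; plates sat 48 hrs at 37 deg C without oxygen before ATP luminescence reagent was added and read after 15-30 min at room temperature.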
MLL CXXC-DNA inh – blocks binding of human MLL CXXC domain to DNA; Potency, µM (doses to about 115 µM), for the others: at the top dose activity change, negative = inhibition, actives largely listed as inhibitors; MLL-CXXC / FITC-HOXA9 DNA fluorescence polarization; hit rate 0.037% among 290,000; active = well fitted inhibition curve with a large enough effect in the polarisation, with a control signal flat, not every such curve was filed as active; inconclusive = small, poorly fitted or top-dose-only effect, or effect the other way, or a change in a side signal; inactive = no such curve, though single readings can be large or run the other way; the % refers to the polarisation; also: potency is read from the fitted curve at half-maximal effect
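Steps: dispense CXXC domain solution (7 uM) → pin compounds or unlabeled HOX-A9 DNA control → 5 min ambient → add FLSN-HOX-A9 solution (50 nM) → spin → 30 min ambient → fluorescence polarization. Tris pH 7.5/NaCl/DTT/BSA buffer.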
Menin-MLL TR inh – displaces Texas Red mutant MLL peptide from human menin. O00255. Menin + Texas Red MLL mutant peptide, fluorescence polarization. Potency, µM (series often up to 61.6 µM), inactives show at the highest dose FP activity change, negative = inhibition, most hits filed as inhibitors. hit rate 0.23% among 270,000; active = well fitted inhibition curve with a large enough effect in the polarisation, with a control signal flat, not every such curve was filed as active; inconclusive = small, poorly fitted or top-dose-only effect, or effect the other way, or a change in a side signal; inactive = no such curve, though single readings can be large or run the other way; the % refers to the polarisation; also: potency is read from the fitted curve at half-maximal effect; % of control where 0% means no effect; many of its hits are not listed in these tables
The depositor's hits bear a star; i = inactive; ? = inconclusive; · = no result given; [ ] = remark or other dose. Unless noted, calls follow the shape of the dose curve; as a rule, active = well fitted curve in the direction sought with a large enough effect; inconclusive = small, poorly fitted or top-dose-only effect, or another doubt; inactive = no such curve, though single readings can be large; an effect the other way counts as inactive or inconclusive. This is a subset; the hit share may differ from the screen's.

SMILES | FBPA coupling cs | GALK inh | B2AR arrestin | KCNH2 WT inh | TRPV1 agonist | USP2a block | PKM2 act | KCNH2 3.1 inh | Giardia killer | MLL CXXC-DNA inh | Menin-MLL TR inh
Fc1ccc(CNC(=S)Nc2ccc(OC(F)F)cc2)cc1 | -4 | 0% | -0.6% | 7 | ? | 2% | 4% | -22 | 1 | 4% | ?
CCCC(=O)Nc1sc2c(c1C#N)CCCCC2 | 5 | 1% | -1.0% | -6 | 15 | 4% | -6% | 14 | 2 | -2% | 17%
O=C(CSc1nnc(-c2ccc3c(c2)OCCO3)o1)N1CCCC1 | -3 | 4% | -0.4% | -3 | 1 | 1% | -11% | -8 | -24 | -2% | -9%
CC(=O)Nc1ccc(NC(=S)NC(=O)c2oc3ccccc3c2C)cc1 | 0 | -2% | 0.4% | -3 | 2 | 2% | 0% | -8 | -15 | 4% | -6%
COc1cc2ncnc(N[C@H](C)c3ccccc3)c2cc1OC | 3 | 1% | -0.6% | -7 | -6 | 1% | · | -15 | 8 | 3% | -5%
COC(=O)N/N=C/c1cc(Cl)cc(Cl)c1OCc1ccc(F)cc1 | -2 | 1% | -0.4% | -8 | 18 | 4% | 5% | 15 | -11 | 13% | ?
COc1ccc(C(=O)NCCc2nc3cc([N+](=O)[O-])ccc3n2C)cc1 | 4 | 2% | -0.5% | 32 | 0 | 0% | 3% | 7 | 1 | -4% | ·
CCCNC(=O)COC(=O)c1cccnc1Nc1ccccc1F | 0 | · | 0.0% | 1 | ? | -6% | -3% | 5 | 4 | 5% | -14%
COc1cc2c3c(c1)c(N=NC(N)=S)c(O)n3C(C)(C)C=C2C | 3 | 1% | 0.1% | 14 | ? | 0% | -9% | -16 | 4 | -8% | ·
O=C(NC12CC3CC(CC(C3)C1)C2)C1CCCN1C(=O)Nc1ccccc1 (stereo unspecified) | 2 | 4% | -0.6% | -12 | 10 | 3% | · | -16 | 5 | 7% | ·
COc1ccc(C2CC(=O)N(CC(=O)NCC3CCCO3)c3ccccc3S2)cc1 (stereo unspecified) | 1 | 1% | 0.0% | -6 | 17 | -6% | 3% | 3 | 3 | -3% | -25%
Cc1cnc(NC(=O)CSc2nnc(Cc3ccccc3)o2)s1 | 7 | 0% | -0.3% | 3 | · | 0% | 15% | 13 | 14 | 0% | 21%
Cn1c(=O)c2c(nc(CN3CCN(C(=O)c4ccco4)CC3)n2CC(N)=O)n(C)c1=O | · | -6% | 0.2% | -2 | -1 | 3% | · | -2 | -9 | 1% | ·
N#Cc1c(-c2ccccc2)cc(-c2ccccc2)nc1SCc1nnc(-c2ccccc2)o1 | 0 | -4% | 0.6% | -1 | · | 1% | 2% | -9 | 16 | 19% | ·
CC(C)C[C@H](NC(=O)Nc1ccc2c(c1)OCCO2)C(=O)O | 2 | -1% | -0.3% | -6 | 4 | 1% | 0% | 1 | 2 | -7% | ·
O=C(CC(C(=O)O)c1c(F)cccc1Cl)c1ccc(Cl)cc1 (stereo unspecified) | -1 | 3% | -0.2% | 1 | -1 | 1% | · | -4 | 14 | -18% | 0%
COC(=O)CSc1nnc2c(C)cc3cc4c(cc3n12)OCCO4 | 0 | 7% | 0.5% | · | 0 | 0% | 1% | · | · | -2% | 2%
Cc1ccccc1CCN(C(=O)c1csnn1)C(C(=O)NC1CCCC1)c1ccco1 (stereo unspecified) | 1 | 1% | -0.3% | 3 | ? | 1% | · | -1 | 6 | 0% | ·
CNc1ccc(/C=C/C(=O)c2ccc3c(c2)OCCO3)cc1[N+](=O)[O-] | -1 | 0% | -1.6% | 8 | 10 | 0% | -5% | -6 | -24 | -6% | 4%
Cc1ccc(N2C(=O)c3ccc(C(=O)N4CCN(c5ccccc5F)CC4)cc3C2=O)cc1 | 1 | -3% | 0.1% | 4 | 0 | 0% | 3% | 19 | 41[activator] | 9% | 0%
CCc1nc(C)cn1S(=O)(=O)c1ccc([N+](=O)[O-])cc1 | 1 | 2% | 0.2% | 0 | 1 | 3% | 0% | -21 | -5 | 2% | 1%
COCCNC(=O)c1ccc(NS(C)(=O)=O)cc1 | 0 | 1% | -0.3% | 7 | -3 | 3% | -6% | -9 | 11 | -5% | 4%
CC(CN1CCCCC1)OC(=O)c1ccc(Cl)cc1 (stereo unspecified) | 3 | 2% | -0.5% | 10 | -2 | ? | -3% | 4 | -8 | 4% | 8%
CCn1c(=S)[nH]c2ccccc21 | -1 | -1% | -0.2% | -16 | 1 | 2% | 3% | 0 | -12 | 12% | ·
CCc1ccc(C2C3=C(CC(C)(C)CC3=O)OC3=C2C(=O)CC(C)(C)C3)cc1 | 0 | 0% | 1.5% | -18 | 4 | 2% | -16% | 6 | -12 | 5% | -12%
CSc1nc(-c2ccc(Cl)cc2)nn1S(=O)(=O)c1ccccc1 | 1 | -4% | -0.1% | 4 | 0 | 1% | -2% | -3 | -10 | -3% | -7%
CSCC[C@H](NC(=O)C1CCN(S(=O)(=O)c2ccccc2)CC1)C(=O)NC1CC1 | · | -1% | -0.1% | -14 | -2 | 1% | · | 6 | 34[activator] | 1% | ·
CCc1c(C)sc(NC(=S)Nc2nc(C)cc(C)n2)c1C(=O)OC | -1 | -2% | -0.1% | · | 1 | 0% | 1% | · | 2 | -9% | 3%
C=C(Br)Cn1c(CC)nc2ccccc21 | -1 | 4% | -1.0% | -10 | 4 | -1% | 0% | -9 | -21 | 2% | 0%
O=C(NCc1ccco1)c1cc2nc(-c3ccc4c(c3)OCO4)cc(C(F)(F)F)n2n1 | 1 | 1% | -3.8% | -5 | 6 | -11% | -5% | -4 | 54[activator] | -13% | 5%
CSc1cccc(NC(=O)c2ccco2)c1 | 0 | 1% | -0.1% | -1 | 14 | 8% | 1% | -9 | -13 | -1% | 1%
O=C(CCC1CCCCC1)N1CCN(Cc2ccc3c(c2)OCO3)CC1 | 0 | 1% | -0.8% | 4 | ? | -1% | -3% | 4 | 1 | 15% | ?
CCOC(=O)c1c(C)n(C)c2ccc(OC(=O)c3ccco3)cc12 | -3 | -2% | -0.4% | 3 | -1 | 1% | -1% | 8 | 13 | 25% | 10%
COc1cccc(/C=C/C(=O)Nc2cc(S(=O)(=O)N3CCOCC3)ccc2OC)c1 | · | · | 0.0% | -6 | -4 | 2% | · | 9 | 18 | · | ·
CCCn1c(N2CCN(C(=O)NCc3ccccc3)CC2)nc2ccccc21 | 4 | 5% | -0.5% | 12 | ? | 4% | -3% | -33 | 4 | -1% | ·
CC1CN(S(=O)(=O)c2ccc(C(=O)Nc3nc(-c4cc5ccccc5o4)cs3)cc2)CC(C)O1 (stereo unspecified) | 5 | -2% | -1.7% | i | -4 | -2% | -2% | 6 | 32[activator] | -5% | ?
OCCC1CN(Cc2cccc(C(F)(F)F)c2)CCN1Cc1ccccc1 (stereo unspecified) | 0 | 2% | 0.1% | 5 | 26 | 2% | -2% | -19 | 33[activator] | 13% | ?
CCOc1ccccc1N1CCN(C(=O)NCc2ccc(F)cc2)CC1 | 0 | 1% | 0.5% | 0 | ? | 0% | -7% | -26 | 15 | 0% | -10%
CC(=O)NC(CSC(CC(=O)c1ccco1)c1ccc(C)cc1)C(=O)O (stereo unspecified) | 0 | 8% | -0.1% | 17 | ? | 2% | -8% | 3 | -22 | 3% | -9%
CC(C)(C)n1nnnc1C(c1cc2cc3c(cc2[nH]c1=O)OCO3)N1CCN(c2ccccc2)CC1 (stereo unspecified) | -7 | -1% | -0.2% | 5 | 7 | 0% | -4% | 3 | -4 | -5% | 11%

An excerpt from the list above:
SMILES | FBPA coupling cs | GALK inh | B2AR arrestin | KCNH2 WT inh | TRPV1 agonist | USP2a block | PKM2 act | KCNH2 3.1 inh | Giardia killer | MLL CXXC-DNA inh | Menin-MLL TR inh
Cc1cnc(NC(=O)CSc2nnc(Cc3ccccc3)o2)s1 | 7 | 0% | -0.3% | 3 | · | 0% | 15% | 13 | 14 | 0% | 21%
Cn1c(=O)c2c(nc(CN3CCN(C(=O)c4ccco4)CC3)n2CC(N)=O)n(C)c1=O | · | -6% | 0.2% | -2 | -1 | 3% | · | -2 | -9 | 1% | ·
N#Cc1c(-c2ccccc2)cc(-c2ccccc2)nc1SCc1nnc(-c2ccccc2)o1 | 0 | -4% | 0.6% | -1 | · | 1% | 2% | -9 | 16 | 19% | ·
